Vif-A3F inh: Vif-A3F binding inhibition; Potency, µM (highest dose often 46.1 µM), for the others: at the top dose activity, negative = active; hit rate 0.2% among 390,000; HeLa A3F-eYFP + Vif (tagged APOBEC3F with the HIV-1 protein that degrades it), YFP fluorescence increase; note: potency is the fitted concentration of half-maximal effect; % of control where 0% means no effect; nearly all actives have a fitted effect of over 65% in size
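HeLa cells stably expressing Vif plus C-terminally eYFP-tagged A3F were seeded, incubated overnight at 37 deg C, dosed with compound, incubated overnight again at 37 deg C. Yellow fluorescence (Ex 488/Em 500-530) reported blocked Vif-mediated A3F-eYFP degradation.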
IDH1 R132H inh: human IDH1 R132H inhibition. O75874. IDH1-R132H enzyme, NADPH consumption, diaphorase/resazurin fluorescence. Potency, µM (doses to about 76.6 µM), for the others: at the top dose activity change, negative = inhibition, actives largely listed as inhibitors. hit rate 0.093% among 390,000; note: potency is the fitted concentration of half-maximal effect; % is set by controls: 0 for no effect and ±100 for the full control effect; nearly all actives have a fitted effect of over 65% in size
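IDH1-R132H (0.5 ug/mL dispensed) in pH 7.5 Tris buffer was preincubated 30 min with compound, then given a substrate mix of 0.016 mM NADPH and 2 mM alpha-KG for 80 min at room temperature; remaining NADPH was read by diaphorase/resazurin fluorescence.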
rTrxR1 inhibitor: inhibitors of rat thioredoxin reductase 1; AID 588453; Potency, µM (titrated, usually from 114 µM), inactives show top-dose activity change, negative = inhibition, most hits filed as inhibitors; hit rate 1% among 390,000; recombinant rTrxR1, NADPH fluorescence consumption, selenite substrate; O89049; note: potency is the fitted concentration of half-maximal effect; % is set by controls: 0 for no effect and ±100 for the full control effect; nearly all actives have a fitted effect of over 65% in size
Target sequence (O89049 whole entry, looked up): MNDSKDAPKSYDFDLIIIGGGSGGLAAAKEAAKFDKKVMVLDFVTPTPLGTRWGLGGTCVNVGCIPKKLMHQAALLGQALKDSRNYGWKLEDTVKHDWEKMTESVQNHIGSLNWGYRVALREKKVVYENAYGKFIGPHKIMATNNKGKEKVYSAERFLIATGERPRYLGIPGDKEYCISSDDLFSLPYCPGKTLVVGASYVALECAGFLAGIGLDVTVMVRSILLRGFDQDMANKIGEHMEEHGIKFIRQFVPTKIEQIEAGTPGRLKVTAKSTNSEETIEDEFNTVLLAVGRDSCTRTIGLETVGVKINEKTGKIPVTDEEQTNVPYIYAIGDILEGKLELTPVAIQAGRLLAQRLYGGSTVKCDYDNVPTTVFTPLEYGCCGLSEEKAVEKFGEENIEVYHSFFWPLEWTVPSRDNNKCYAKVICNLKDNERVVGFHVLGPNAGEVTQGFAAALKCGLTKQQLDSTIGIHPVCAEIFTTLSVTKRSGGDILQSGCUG
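Rat TrxR1 (90 nM in the dispensed reagent) was pre-reduced with 400 uM NADPH for 5 min at room temperature, then incubated with compound for 15 min. After 400 uM selenite was added, NADPH fluorescence (Ex 340/Em 450 nm) was followed for 8 min.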
GRP78 ERSR act: inducers of ER stress response in human glioma cells; AID 602332; Potency, µM, without a hit: at the highest dose activation, actives largely listed as activators; U87-MG GRP78 promoter luciferase reporter, 16 h; hit rate 0.02% among 420,000; note: potency is the fitted concentration of half-maximal effect; series mostly up to about 76 µM; % of control where 0% means no effect; nearly all actives have a fitted effect of over 35% in size
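ERSR induction read as luciferase luminescence (Bright-Glo, 10 min at room temperature) in stably transfected human U87-MG glioma cells exposed to compounds for 16 h, using GRP78 as sensor.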
RGS4 inh: human RGS4 inhibition. P49798. Transcreener GDP fluorescence polarization, RGS4-accelerated GTP hydrolysis. Potency, µM (highest dose often 114 µM), for the others: at the top dose activity change, negative = inhibition, most hits filed as inhibitors. hit rate 0.039% among 390,000. AID 504845; note: potency is the fitted concentration of half-maximal effect; % is set by controls: 0 for no effect and ±100 for the full control effect; nearly all actives have a fitted effect of over 75% in size; some results filed as inactive show a strong effect at the top dose
Target sequence (P49798 whole entry, looked up): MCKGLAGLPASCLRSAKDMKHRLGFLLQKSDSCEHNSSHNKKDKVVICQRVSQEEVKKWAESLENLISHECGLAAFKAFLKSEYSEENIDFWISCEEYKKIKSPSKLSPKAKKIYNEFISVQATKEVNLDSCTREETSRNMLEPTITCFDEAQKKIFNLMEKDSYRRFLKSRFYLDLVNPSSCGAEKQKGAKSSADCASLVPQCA
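MLSMR compounds (23 nl, pin-transferred) preincubated 10 min at room temperature with a 500nM (2x) first reagent, then RGS4 at 900nM (2x) plus Transcreener GDP mix added; fluorescence polarization (620/688 nm) read before and after 90 min at 30 °C.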
Vif-A3G inh: blocks the Vif interaction with human APOBEC3G; hit rate 0.076% among 410,000; Q9HC16; AID 602310; Potency, µM (top dose mostly 46.1 µM), inactives show at the highest dose activity, negative = active, actives largely listed as inhibitors; HeLa A3G-eYFP + Vif (tagged APOBEC3G with the HIV-1 protein that degrades it), YFP fluorescence, overnight;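 note: potency is the fitted concentration of half-maximal effect; % is set by controls: 0 for no effect and ±100 for the full control effect; nearly all actives have a fitted effect of over 60% in size; hits raise eYFP signal because A3G escapes Vif-driven loss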
Target sequence (Q9HC16 whole entry, looked up): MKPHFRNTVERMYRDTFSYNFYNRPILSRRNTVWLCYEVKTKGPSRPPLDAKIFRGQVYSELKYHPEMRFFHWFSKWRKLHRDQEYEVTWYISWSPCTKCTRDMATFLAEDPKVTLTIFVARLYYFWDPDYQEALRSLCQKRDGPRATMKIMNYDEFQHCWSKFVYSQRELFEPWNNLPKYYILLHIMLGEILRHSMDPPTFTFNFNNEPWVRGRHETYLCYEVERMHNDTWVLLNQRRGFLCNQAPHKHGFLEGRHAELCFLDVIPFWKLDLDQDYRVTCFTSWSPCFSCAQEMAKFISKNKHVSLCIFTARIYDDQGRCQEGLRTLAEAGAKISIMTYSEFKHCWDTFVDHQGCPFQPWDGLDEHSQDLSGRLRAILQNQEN
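HeLa cells stably expressing Vif and C-terminally eYFP-tagged A3G, seeded overnight at 37 deg C, then exposed to compound by pintool overnight at 37 deg C. Rise in yellow fluorescence (Ex 488/Em 500-530, Acumen) marks blocked Vif-driven A3G degradation.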
USP1 inh: USP1/UAF1 (human) deubiquitinase inhibition; hit rate 0.23% among 390,000; Potency, µM (series often up to 57.1 µM), for inactives: top-dose activity change, negative = inhibition, usual class: inhibitors; AID 743255; recombinant USP1/UAF1, Ub-Rhodamine cleavage fluorescence; note: potency is the fitted concentration of half-maximal effect; % is set by controls: 0 for no effect and ±100 for the full control effect; nearly all actives have a fitted effect of over 60% in size; inactives centre near -12
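USP1/UAF1 complex (1 nM) preincubated 15 min at room temperature with compound, then Ub-Rho substrate (150 nM final) added. Kinetic fluorescence at 480/540 nm over 6 reads at 60 s intervals; 50 mM HEPES pH 7.8, 0.5 mM EDTA, 0.1 mg/ml BSA, 1 mM TCEP, 0.01% Tween-20.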
LDHA block: blocks human lactate dehydrogenase A; P00338; purified LDHA, NADH/diaphorase-resazurin fluorescence; active compounds read low; activity change, % (values are at about 110 or 230 µM); hit rate 0.15% among 480,000; in the data active = activity change below about -30%; inconclusive = mostly about -25% to -30%;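 note: plate controls were DMSO wells for no effect and wells without enzyme for full effect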
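Remaining NADH was detected by diaphorase (0.133 mg/mL) converting 37 µM resazurin to fluorescent resorufin, read at 0 and 20 minutes. The preceding 5-minute room-temperature reaction used 2 nM LDHA, 0.2 mM sodium pyruvate and 0.06 mM NADH at pH 7.4.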
TrxR1 substrate: rat thioredoxin reductase 1 substrate activity. O89049. purified TrxR1 substrate turnover, NADPH consumption readout. Potency, µM (titrated, usually from 114 µM), without a hit: top-dose activity change, negative = substrate turnover. hit rate 0.01% among 390,000. AID 588456; note: potency is the fitted concentration of half-maximal effect; % is set by controls: 0 for no effect and ±100 for the full control effect; nearly all actives have a fitted effect of over 50% in size
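Rat TrxR1, dispensed at 90 nM, was prereduced with 400 uM NADPH (final) for 5 min at ~22 deg C, then incubated with compound 15 min before 400 uM selenite. A first-read NADPH fluorescence drop versus no-compound background flagged substrates.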
The depositor's hits bear a star; ? = inconclusive; / = no result given; & = joins results of further samples; [ ] = remark or other dose. Unless noted, calls come from the whole dose curve; as a rule, active = well fitted curve in the direction sought with a large enough effect; inconclusive = small, poorly fitted or top-dose-only effect, or another doubt; inactive = no such curve, though single readings can be large; an effect the other way counts as inactive or inconclusive. This is a subset; rates above refer to the full screens.

Value order: rTrxR1 inhibitor | RGS4 inh | IDH1 R132H inh | Vif-A3F inh | LDHA block | Vif-A3G inh | USP1 inh | GRP78 ERSR act | TrxR1 substrate
1) CCC1=Nc2cc(C(=O)NC(C)c3ccccc3)ccc2Sc2ccc(Cl)cc21 (stereo not drawn)
 : 11% | -4% | -8% | -9% | 0 | 1% | -14% | -7% | -1%
2) COc1cc(Br)cc(/C=N/NC(=O)Cc2ccc(C(F)(F)F)cc2[N+](=O)[O-])c1O
 : -4%[57.1 µM] | -32% | -11% | ? | 2 | -14% | 4% | 13% | -2%[57.1 µM]
3) Nc1nc(N)c2c(ccc3nccc32)[nH]1
 : 11% | -14% | 0% | -2% | 5 | -4% | -8% | -5% | 65%[activator][57.1 µM]
4) Cc1ccc2scc(N3CCCCC3C)c(=O)c2c1 (stereo not drawn)
 : 19%[57.1 µM] | -12% | 6% | 3% | -5 | -3% | -14% | -5% | 0%[57.1 µM]
5) CC(NC(=O)c1ccco1)C(=O)N1CCN(c2cccc(Cl)c2)CC1 (stereo not drawn)
 : -13% | -1% | -2% | 6% | -4 | -10% | 1% | 2% | -5%
6) Cc1ccc(N2C(=O)C3ON(c4ccccc4)C(c4ccncc4)C3C2=O)c(C)c1 (stereo not drawn)
 : 8% | 5% | 0% | -16% | 5 | 1% | -7% | 0% | 4%
7) Cc1c(C(N)=O)sc(N)c1C(=O)OC(C)C
 : 3% | -15% | 9% | -3% | -1 | 1% | -1% | 1% | -4%
8) COc1ccc(-c2nnc(SCC(=O)Nc3c(Cl)cc(Cl)cc3C(=O)O)o2)cc1
 : 10%[2.29 µM] | 2% | 3% | -11% | -5 | 4% | -1% | 0% | 2%[2.29 µM]
9) Cc1nc(N)sc1-c1csc(Nc2ccccn2)n1
 : -7%[57.1 µM] | ? | -2% | 9% | 6 | 2% | -19% | -3% | 8%[57.1 µM]
10) O=C(CSc1ncc(S(=O)(=O)c2ccccc2)c(=O)[nH]1)Nc1ccccc1Cl
 : 5% | -2% | 1% | 6% | -9 | 0% | -18% | 3% | 1%
11) O=C(Nc1cccc2c1CCCC2)N1CCOc2ccc(Cl)cc21
 : 10% | 2% | 1% | -4% | 3 | -17% | -4% | -2% | 1%
12) Cc1cc(O)c2c(c1)CC1C3CCC4CC(=O)CCC4(C)C3CC(=O)C21C (stereo not drawn)
 : 13% | 15% | 2% | -3% | 1 | -1% | -6% | -1% | 3%
13) CN(C)S(=O)(=O)N1CCC(n2nccc2NC(=O)CCc2ccccc2)CC1
 : -3% | 8% | 1% | -9% | -6 | 1% | -4% | -8% | -4%
14) CN(Cc1cccc(-n2cccn2)c1)C(=O)CCc1nnc(C2CCCCC2)o1
 : 4% | -23% | 6% | 14% | 1 | 1% | -14% | 4% | 4%
15) CCOc1ccc(C(=O)Nc2cc(C)on2)cc1
 : 18% | -9% | 0% | -8% | 4 | 7% | -14% | -2% | 8%
16) Cc1cc(OCC(=O)O)c2ccccc2n1
 : 39%[activator][57.1 µM] | 2% | 7% | -3% | -3 | 2% | -18% | -2% | 8%[57.1 µM]
17) COc1cc(OC)c(C2=NOC(C(=O)N3CCCc4ccccc43)C2)cc1Cl (stereo not drawn)
 : 7% | -16% | -1% | -9% | 4 | -5% | 3% | -3% | 0%
18) O=C(CSCc1ccccc1)N1CCN(c2ccc(F)cc2)CC1
 : 20% | 14% | 3% | -3% | 1 | 1% | 0% | 9% | 7%
19) O=C(CN1c2cccc3cccc(c23)S1(=O)=O)N1CCOCC1
 : 8% | -2% | -1% | -1% | -3 | 1% | -8% | -4% | 36%[activator]
20) Cc1ccccc1OCC(=O)Nc1nnc(S(=O)(=O)N2CCCC2)s1
 : -1%&1% | -18%&-21% | -1%&7% | -7%&0% | -1&-5 | -7%&2% | ? | -2%&1% | 2%&-2%
21) CCOCCCNCc1ccc(Cl)cc1
 : -13%[57.1 µM] | 15% | 4% | 5% | -12 | 0% | 4% | -5% | 4%[57.1 µM]
22) Cc1nc2cc(NC(=O)CCS(=O)(=O)c3ccccc3)ccc2s1
 : 13% | -13% | 2% | -6% | -9 | -4% | -5% | -7% | 0%
23) COc1ccc(CCNC(=O)COc2ncnc3ccccc23)cc1
 : 32%[activator][57.1 µM] | 9% | 2% | -26% | -6 | -5% | -15% | -6% | 18%[57.1 µM]
24) Cc1c(NC(=O)C(C)Oc2ncnc3ccccc23)c(=O)n(-c2ccccc2)n1C (stereo not drawn)
 : -4% | 5% | -4% | 1% | -7 | -1% | -11% | 10% | -4%
25) O=[N+]([O-])c1ccccc1CN1CCN(c2ncccn2)CC1
 : 35% | -42% | 2% | 4% | -7 | -10% | -21% | 1% | 14%
26) CCOC(=O)CNc1ccc(OC(F)(F)F)cc1
 : 6%[57.1 µM] | -19% | -2% | -11% | 2 | 4% | -13% | -5% | 13%[57.1 µM]
27) CC(C)N1CCN(C(=O)c2ccc(NC(=O)c3ccc(Br)o3)cc2)CC1
 : -71% | -7% | -2% | 0% | 5 | 1% | -17% | -2% | -5%
28) CSc1nc(-c2ccccc2)ccc1C(N)=O
 : 19% | 10% | -3% | 0% | 0 | 0% | -3% | 7% | 12%
29) Cc1[nH]c2ccccc2c1/C=N\NC(=O)c1ccccc1Cl
 : / | / | 11% | -4% | 0 | -6% | -6% | -4% | /
30) CCc1ccccc1NC(=O)c1sc(-n2nc(C)c(Cc3ccccc3)c2C)nc1C
 : 18% | 6% | 12% | 3% | -2 | 2% | -29% | -4% | 3%
31) CCC(C)NCCOCCOc1ccccc1-c1ccccc1 (stereo not drawn)
 : 5%[57.1 µM] | -3% | 4% | 0% | -21 | 1% | -14% | 1% | 8%[57.1 µM]
32) Cc1noc(C)c1COc1ccc(C(=O)O)cc1
 : 6% | 4% | -2% | 0% | 0 | 0% | -10% | -2% | -5%
33) COc1ccccc1C(=O)NCCC(=O)NCCOc1ccccc1
 : 8% | 12% | -11% | 9% | -2 | -7% | -12% | -1% | 2%
34) CCOC(=O)N1CCC(NC(=O)CCN2C(=O)COc3ccccc32)CC1
 : 10% | -3% | 0% | 1% | -1 | 2% | -11% | -3% | -7%
35) COCCCNCC1C(Oc2ccc(Cl)cc2)C(=O)N1c1ccccc1C (stereo not drawn)
 : 10%[57.1 µM] | -7% | 1% | -13% | 1 | 0% | -9% | -6% | 8%[57.1 µM]
36) CC1CCCC(C)N1C(=S)SCC(=O)O (stereo not drawn)
 : -5% | -2% | 2% | -6% | -2 | -4% | -21% | -2% | -2%
37) COc1ccc(Cl)cc1Nc1nc(NCCO)nc(N2CCCC2)n1
 : 11% | 17% | -6% | 9% | -7 | 3% | -12% | 3% | 0%[57.1 µM]
38) COc1cc2c(cc1CNC[C@H]1O[C@@H](n3cc(C)c(=O)[nH]c3=O)C[C@@H]1O)OCO2
 : / | / | 4% | 1% | 1 | 3% | -30% | -1% | /
39) COc1ccc(NC(=O)CSc2nnc(C)c3ccccc23)cc1
 : 11% | -28% | 4% | -1% | 2 | -28% | -22% | -2% | 2%
40) CC(=O)Nc1ccc(N(C(=O)CNC(=O)c2ccco2)C(C(=O)NC2CCCC2)c2ccco2)cc1 (stereo not drawn)
 : 7%[57.1 µM] | 14% | -1% | -12% | -3 | 1% | -10% | -5% | -23%[57.1 µM]
41) O=C(CCn1cccc1)Nc1ccc(OC(F)(F)F)cc1
 : 19% | 3% | 1% | 1% | 1 | 6% | -24% | 0% | -1%
42) Cn1c(C(=O)NCCCN2CCCCC2)cc2sccc21
 : 13% | 25% | 4% | -3% | -2 | 3% | 0% | -2% | 7%[57.1 µM]
43) CN(C)c1cccc(C(=O)N(C)C2CCCN(Cc3ccccc3F)C2)c1 (stereo not drawn)
 : 18% | -13% | 3% | -2% | 1 | -8% | -18% | -3% | -1%[2.29 µM]
44) CCOC(=O)c1ccc(NC(=O)C2CC(=O)Nc3nc4ccccc4n32)cc1 (stereo not drawn)
 : 47%[activator][57.1 µM] | -30% | 0% | -19% | -4 | 0% | -6% | -3% | -10%[57.1 µM]
45) N#CC1=C(SCC(=O)Nc2ccccc2)NC(=O)CC1c1ccc(O)cc1 (stereo not drawn)
 : 8% | 0% | -4% | 2% | 1 | 0% | 4% | 2% | -4%
46) Nc1nc(C2CCOCC2)cs1
 : 32%[activator] | 14% | 1% | 2% | 1 | 1% | -28% | -7% | 7%
47) CN(C)c1cccc(C(=O)OCC(=O)Nc2ccccc2Cl)c1
 : 8%[57.1 µM] | 21% | 1% | 6% | -5 | 0% | -5% | -1% | 2%[57.1 µM]
48) Cc1cc(OCc2cc(C(=O)NCC3(C)COC3)no2)cc(C)c1Cl
 : 13% | 25% | 9% | -3% | 0 | 5% | -7% | 8% | 2%
49) Cc1cccc(-c2nc(NCCCN3CCOCC3)c3ccccc3n2)c1
 : 6%[57.1 µM] | 26% | 1% | 0% | -9 | 0% | -12% | 0% | 5%[57.1 µM]
